VEEV TC-83 Vero = inhibitors of VEEV TC-83 cytopathic effect, confirmation, Vero cells (AID 588727). actives 0.13% (n = 350,000). Vero cells, VEEV TC-83 cytopathic effect inhibition; higher % means a stronger effect. inhibition, % at 20 µM; hits with a dose series show IC50 in µM; in the data active = a potency from the dose series; inconclusive = inhibition mostly from about 14% at the one dose, without a potency; inactive = the rest, 99 in 100 with inhibition below about 12%; note: strong numbers were not always called active
tuberculosis growth = growth inhibition of non-replicating M. tuberculosis (AID 488890); Mycobacterium tuberculosis non-replicating, growth inhibition; higher % means a stronger effect; actives 0.39% (n = 320,000); inhibition, % at 25 µM, or IC50 in µM where a hit was titrated; in the data active = a potency from the dose series; inconclusive = inhibition mostly from about 82% at the one dose, without a potency; inactive = the rest, 99 in 100 with inhibition below about 76%;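 note: plate controls were DMSO cells for no effect and high antibiotic wells for full effect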
M. tuberculosis HTS = M. tuberculosis growth inhibition, HTS (AID 449762). M. tuberculosis H37Rv growth inhibition, 7H9 media; higher % means a stronger effect. inhibition, % at 25 µM; hits with a dose series show IC50 in µM. actives 0.59% (n = 330,000); in the data active = a potency from the dose series; inconclusive = inhibition above about 70% without an active follow-up result;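 note: bacterial growth assessed after seven days of incubation; strong numbers were not always called active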
H1N1 NS1A inhibition = H1N1 influenza NS1A inhibitors, functional cell based assay (AID 504329); NS1A functional cell-based assay, percent inhibition; higher % means a stronger effect; inhibition, % at 12.5 µM; hits with a dose series show IC50 in µM; actives 0.3% (n = 340,000); in the data active = a potency from the dose series; inconclusive = inhibition above about 27% without an active follow-up result; note: strong numbers were not always called active
Salmonella PhoP GFP = PhoP regulon inhibitors, Salmonella typhi PhoP promoter GFP reporter, confirmatory (AID 1850); actives 0.33% (n = 310,000); Salmonella Typhi PhoP-promoter GFP reporter, fluorescence, 4 h; higher % means a stronger effect; inhibition, % at 50 µM; hits with a dose series show IC50 in µM; in the data active = a potency from the dose series; inconclusive = inhibition mostly from about 25% at the one dose, without a potency; inactive = the rest, 99 in 100 with inhibition below about 19%;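 note: 0% = induced wells with vehicle and 100% = uninduced wells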
VEEV TC-83 Vero 10K pilot screen = further read-out of VEEV TC-83 Vero, marked with its call; inhibition, %; measured here: 10K pilot screen inhibition
Numbers without * were called inactive; i = inactive; u = inconclusive; x = no result given.

SMILES	VEEV TC-83 Vero	tuberculosis growth	M. tuberculosis HTS	H1N1 NS1A inhibition	Salmonella PhoP GFP	others
Cc1cc(=O)oc2c(C)c(OC(C)C(=O)NCc3ccccn3)ccc12 (stereo not drawn)	0.4%	-5%	0%	8%	-5%
S=c1[nH]nc(-c2ccc(Br)cc2)n1-c1ccc2c(c1)OCCO2	0.7%	0%	9%	1%	9%
COCCn1c(SCC(=O)Nc2cc(C)on2)nc2ccccc2c1=O	4.8%	0%	0%	-3%	x
COCCn1c(SCC(=O)Nc2ccc(OC)cc2OC)nc2ccccc2c1=O	0.8%	-12%	8%	-4%	2%
O=C(O)c1ccc(CP(=O)(c2ccccc2)c2ccccc2)cc1	0.7%	4%	-23%	-4%	-7%
CCOC(=O)NC(=O)COC(=O)Cc1cc(OC)c(OC)c(OC)c1	0.4%	-2%	-3%	-3%	1%	VEEV TC-83 Vero 10K pilot screen=0.1
CN1CCN(C(=S)NC(=O)/C=C/c2cccc3ccccc23)CC1	4.4%	6%	3%	4%	-13%
Cc1ccc(OC(C)C(=O)Nc2ccccc2C(=O)NCc2cccnc2)cc1C (stereo not drawn)	9.2%	13%	1%	-9%	0%
Cc1cc(=O)oc2c(C)c(OCC(=O)N3CCN(c4ccc(F)cc4)CC3)ccc12	7.5%	18%	-5%	6%	3%
COc1ccc(S(=O)(=O)NCc2ccc3c(c2)OCO3)cc1C	0.2%	-17%	7%	4%	2%
Cc1cc(NCc2ccccc2)c2ccccc2n1	0.7%	43%	5%	3%	14%
O=C(O)Cn1nc2c3c(cccc3c1=O)-c1ccccc1-2	0.1%	20%	-6%	2%	4%
Nc1ccccc1S(=O)(=O)NC1=NCCCCC1	i	-8%	0%	6%	1%
O=C(O)c1ccc(NS(=O)(=O)c2ccc3c(c2)C(=O)c2ccccc2C3=O)cc1	0.9%	-3%	1%	x	1%
Cc1c(-c2ccco2)[n+](=O)c2c(n1[O-])CCCCC2	5.3%	7%	-5%	4%	-8%
N#Cc1ccccc1S(=O)(=O)N1CCN(C(=O)Cc2coc3cc(O)ccc23)CC1	3.1%	30%	-7%	3%	x
COc1ccc2c(c1)c(C(C)=O)c(C)n2-c1ccccc1OC	8.4%	2%	3%	-15%	-22%
CC1(c2ccccc2)NC(=O)N(CC(=O)Nc2ccc([N+](=O)[O-])cc2)C1=O (stereo not drawn)	1.8%	12%	7%	1%	-9%
CCN(Cc1cnn(C)c1)C(=O)c1cc(COc2ccc3c(c2)CCCC3)on1	4.7%	44%	2%	-8%	0%
Nc1c(Cl)ncnc1N/N=C/c1cccnc1	1.6%	-21%	1%	0%	5%
O=C(C1CC1)N1CCc2cc(Br)cc(S(=O)(=O)NC3CCCCC3)c21	2.8%	5%	x	2%	-4%
CN1CCC2(CC1)N=C(c1ccc(F)cc1)C(=S)N2C(=O)c1ccccc1	0.2%	-3%	-3%	-3%	-3%
COc1ccccc1OCCNC(=O)Nc1cc(F)c(F)cc1Cl	3.0%	-5%	4%	-18%	10%
O=C(NCC(c1ccco1)N1CCCCC1)c1cccc(NS(=O)(=O)c2ccc(Br)cc2)c1 (stereo not drawn)	1.0%	13%	28%	-5%	9%
O=C(C1CCN(c2nnc(-n3cccc3)s2)CC1)N1CCN(Cc2ccc3c(c2)OCO3)CC1	1.1%	64%	u	10%	10%
(more compounds)
SMILES	VEEV TC-83 Vero	tuberculosis growth	M. tuberculosis HTS	H1N1 NS1A inhibition	Salmonella PhoP GFP	others
O=S1(=O)CCN2C(c3ccco3)=CSC2=N1	2.5%	-1%	2%	-19%	-12%
COc1ccc(CCNC(=O)CC2SC(=NCCc3ccccc3)NC2=O)cc1 (stereo not drawn)	0.6%	54%	57%	-3%	-3%
Cc1oc(-c2cccc(Cl)c2)nc1CN1CCCC(C(=O)NC(C)c2ccc3c(c2)OCCO3)C1 (stereo not drawn)	5.1%	76%	u	8%	-14%
CCCN1CCN(CCCNC(=O)c2cc3c(s2)-c2c(C)cccc2OC3)CC1	8.1%	59%	9%	-5%	6%
COc1ccc(C(=O)C2CCCN(Cc3cccn3-c3ccc(Cl)cn3)C2)c(OC)c1 (stereo not drawn)	0.9%	79%	22%	11%	-9%
Cc1occc1C(=O)n1cnc2ccccc21	x	-9%	-13%	x	-7%
O=C(CN1CCN(C(=O)c2ccco2)CC1)Nc1c2c(nc3c1CCC3)CCCC2	0.6%	x	x	-7%	x
O=C(Nc1nccs1)c1ccc(COc2c(F)c(F)cc(F)c2F)o1	1.4%	u	2%	-6%	x
O=[N+]([O-])c1ccc(-c2cc(-c3ccc(Cl)cc3)n[nH]2)cc1	0.0%	20%	2%	4%	-11%
COCCCN=C1NN=C(c2cc(C)n(-c3ccccc3F)c2C)CS1	i	u	u	7%	-3%
COC(=O)Oc1ccc(/C=N/NC(=O)CN(c2ccccc2Br)S(C)(=O)=O)cc1OC	2.5%	24%	4%	-12%	12%
Cc1cc(CN2CCCC(C(=O)Nc3cccc(-n4cccn4)c3)C2)cc(C)c1O (stereo not drawn)	0.1%	12%	7%	6%	3%
C=CCN1CC(c2nc3ccccc3n2Cc2cccc3ccccc23)CC1=O (stereo not drawn)	i	39%	9%	0%	5%
O=C(CCNS(=O)(=O)c1ccc(Br)s1)N1CCN(c2ccccc2)CC1	0.2%	x	x	1%	x
CCOC(=O)CCCCCN1C(=O)c2cccc3cccc(c23)C1=O	0.9%	u	50%	-10%	-6%
Cc1ccc(CN2CC(C(=O)N3CCN(c4ccccc4O)CC3)CC2=O)cc1 (stereo not drawn)	5.6%	5%	-5%	2%	-2%
C=CCn1c(SCC(=O)Nc2c(C)n(C)n(-c3ccccc3)c2=O)nc2sc(C)c(C)c2c1=O	i	1%	0%	-2%	0%
CCOCCCNCc1ccc(OC)c(OC)c1	1.5%	-3%	-9%	-1%	1%
Cc1ccc(/C=C/C(=O)O)cc1S(=O)(=O)N1CCCCC1	0.7%	-4%	-4%	15%	1%
O=C(c1ccc(=O)[nH]c1)N1CCN(S(=O)(=O)c2ccc(Cl)cc2)CC1	1.3%	-2%	-8%	6%	9%
CC(C)c1ccc(-c2nc3ccccc3s2)cc1	1.3%	7%	-4%	-6%	5%
CCOC(=O)N1CCN(C(=O)c2cc(Cl)c(Cl)cc2C(=O)O)CC1	i	-21%	-12%	-13%	-4%
COCCN(C(=O)CCC(=O)Nc1ccccn1)C(C(=O)NC(C)C)c1ccc(Cl)cc1 (stereo not drawn)	0.9%	-5%	5%	10%	-2%
COc1ccc(NC(=O)C(c2ccc(OC)cc2)N(C)C(=O)Cc2cccs2)cc1 (stereo not drawn)	0.7%	15%	2%	15%	-6%
Cc1ccc(C(=O)N/C(=C/c2ccco2)C(=O)NCc2ccco2)cc1	i	1%	3%	-5%	5%
New compounds follow.
SMILES	VEEV TC-83 Vero	tuberculosis growth	M. tuberculosis HTS	H1N1 NS1A inhibition	Salmonella PhoP GFP	others
COCc1c(Br)c(C)nc(OCC(=O)O)c1C#N	1.1%	5%	-7%	4%	11%	VEEV TC-83 Vero 10K pilot screen=0.5
CCOc1cc(C2NC(=O)NC2=O)ccc1O (stereo not drawn)	i	-5%	-2%	-1%	5%
COc1ccc(S(=O)(=O)N2CCc3ccccc3C2)cc1	0.8%	2%	-10%	-3%	-19%
Cc1ccc2nc(N(CCN(C)C)C(=O)c3cc(Cl)sc3Cl)sc2c1	i	0%	12%	3%	3%
NC(CSS(=O)(=O)O)=NCCC12CC3CC(CC(O)(C3)C1)C2	1.1%	-4%	-3%	-7%	-22%
Cn1c(Cc2ccccc2)nnc1SCC(=O)N1CCCCC1	1.0%	4%	-1%	3%	-8%
Cc1cc(C(=O)Nc2nnc(C(F)(F)F)s2)cs1	3.2%	52%	23%	-11%	0%
CCc1ccc(N2CC(C(=O)NC3CC3)CC2=O)cc1 (stereo not drawn)	1.2%	-20%	-6%	-19%	7%
CC(=O)Nc1nnc(SCC(=O)N2CCc3ccccc32)s1	2.9%	-9%	-5%	-6%	-10%
COc1ccc(C2=NN(C(=O)CCC(=O)O)C(c3ccccc3)C2)cc1 (stereo not drawn)	0.3%	x	x	2%	x
CCN1CCN(c2nc3c(C)cccn3c(=O)c2/C=C(\C#N)S(=O)(=O)c2ccc(Cl)cc2)CC1	0.7%	-9%	0%	11%	8%
N#Cc1cc([N+](=O)[O-])ccc1NC(=O)COC(=O)C1CC2CCCC(C1)C2=O (stereo not drawn)	0.4%	2%	-2%	-1%	-6%
Nc1ccc2nc(-c3ccc(Cl)cc3)[nH]c2c1	0.7%	x	-5%	5%	-16%
COc1cccc(C=NCCNC(=O)c2nonc2N)c1O	1.1%	-22%	-7%	3%	0%

Source: PubChem (Southern Research Specialized Biocontainment Screening Center)
